Mac1 fbg enh – enhancers of CD11b/CD18 adhesion to fibrinogen, primary screen, K562 cells, luminescence; Integrin beta-2 (Homo sapiens) + Integrin alpha-M (Homo sapiens), P05107+P11215; ATPlite luminescence; activation, % at 10 µM; 93,000 tested, 0.07% active; AID 1499, 2009;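 active means 10 µM primary screen giving 50% or more activity, confirmed by 40% or more on retest at that dose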; further: strong numbers were not always called active; reference of the scale not given here
Target sequence (P05107 whole entry, looked up, other chains not shown): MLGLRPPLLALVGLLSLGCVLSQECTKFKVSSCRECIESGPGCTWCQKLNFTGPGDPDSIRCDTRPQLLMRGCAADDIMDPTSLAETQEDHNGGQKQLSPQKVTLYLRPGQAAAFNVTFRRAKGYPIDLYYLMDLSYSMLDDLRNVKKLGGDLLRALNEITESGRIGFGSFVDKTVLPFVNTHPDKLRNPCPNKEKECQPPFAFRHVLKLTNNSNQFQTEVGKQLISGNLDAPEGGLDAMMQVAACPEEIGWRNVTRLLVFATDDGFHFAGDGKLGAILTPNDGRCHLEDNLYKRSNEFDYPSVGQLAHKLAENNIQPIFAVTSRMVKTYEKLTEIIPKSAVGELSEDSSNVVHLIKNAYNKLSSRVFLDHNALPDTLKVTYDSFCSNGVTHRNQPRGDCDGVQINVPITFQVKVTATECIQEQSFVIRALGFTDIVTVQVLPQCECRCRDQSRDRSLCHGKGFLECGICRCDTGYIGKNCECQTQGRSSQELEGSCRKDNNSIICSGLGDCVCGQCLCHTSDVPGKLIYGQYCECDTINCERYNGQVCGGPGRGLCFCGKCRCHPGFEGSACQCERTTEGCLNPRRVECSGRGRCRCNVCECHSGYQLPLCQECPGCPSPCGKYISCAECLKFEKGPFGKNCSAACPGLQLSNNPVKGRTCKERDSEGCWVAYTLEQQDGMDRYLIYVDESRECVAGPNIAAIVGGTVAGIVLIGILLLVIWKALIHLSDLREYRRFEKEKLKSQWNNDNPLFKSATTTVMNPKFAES
CD11b adhes inh – inhibitors of CD11b/CD18 adhesion to fibrinogen, primary screen, K562 cells, luminescence; inhibition, % at 10 µM; Integrin beta-2 (Homo sapiens) + Integrin alpha-M (Homo sapiens), P05107+P11215; 93,000 tested, 0.54% active; ATPlite luminescence; Mn2+ added to activate the integrin;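 active means primary inhibition of 50% or more at 10 µM, then 40% or more on retest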; further: some results filed as inactive read as strong as hits
Numbers without * were called inactive.

Compound	Mac1 fbg enh	CD11b adhes inh
O=C(N/N=C/c1ccc(F)cc1)c1c(O)c2ccccc2[nH]c1=O	13	56
CCCCOc1ccc(CSCCNC(=S)Nc2ccccc2)cc1	-12	103
NS(=O)(=O)c1ccc(NS(=O)(=O)c2ccc(NC(=S)Nc3ccccc3)cc2)cc1	-3	16
O=C(/C=C/Nc1ccc(S(=O)(=O)Nc2ncccn2)cc1)c1ccc(Cl)c(Cl)c1	23	-20
O=C1N(c2ccccc2)C(c2ccc(Cl)cc2)N2CCCN12 (stereo not drawn)	2	-1
CC(C)OC(=O)c1ccc(COC(=O)c2cccc(-c3nnc(-c4ccccc4)o3)c2)cc1	13	8
COc1cccc(/C=N/NC(=O)CCn2nnc3ccccc32)c1	19	-6
CCN(CC)c1ccc2cc(-c3nc(-c4ccc(OC)cc4)cs3)c(=O)oc2c1	85	-9
CCn1c(SCC(=O)N/N=C/C=C\c2ccco2)nc2ccccc21	5	-19
N#Cc1ccc(Oc2ccc(-c3nc4ccccc4nc3-c3ccccc3)cc2)cc1C#N	0	-2
COc1ccc2nc(NC(=O)/C=C/c3ccc4c(c3)OCO4)sc2c1	42	1
CCCCOc1ccc(-c2nc(/C=N/c3nccs3)c(O)o2)cc1	8	-15
O=C(Cn1cc(SCc2ccccc2Cl)c2ccccc21)N1CCOCC1	1	10
CCN(CC)c1ccc(/C=N/OCC(=O)N2CCCc3ccccc32)cc1	7	21
COc1ccc(OCC(=O)OCC(=O)NCc2ccc(F)cc2)cc1	5	-8
Cc1ccc(NC(=S)Nc2ccc(Cl)c(Cl)c2)c(OC(F)F)c1	-10	99
CC(C)(C)NC(=O)COC(=O)c1cc(Br)ccc1Cl	-3	13
CCCn1c(N)c(Br)c(=O)[nH]c1=O	-1	11
CCCCCCc1cc2cc(S(=O)(=O)c3ccc(F)cc3)c(=O)oc2cc1O	-6	46
Cc1cc(NC(=O)CCN2C(=O)/C(=C/c3ccccc3Cl)SC2=S)no1	-4	4
CCN(CC)CCNC(C(=O)Nc1cc(C(F)(F)F)ccc1Cl)c1ccccc1 (stereo not drawn)	6	-3
O=C(CSc1nnc(CNC(=O)C23CC4CC(CC(C4)C2)C3)n1-c1ccc(F)cc1)Nc1ccccc1	0	-20
Cc1cccc(/C=N/n2c(-c3ccccn3)n[nH]c2=S)c1	2	5
Cc1ccc(N(C(=O)NC2CCCCC2)C2=NCCCCC2)cc1	0	20
Cc1ccc(S(=O)(=O)N(Cc2ccc(Cl)cc2)c2ccccc2C(=O)NCc2ccco2)cc1	8	20
O=C(COC(=O)CNC(=O)c1ccccc1)Nc1nc(-c2ccccc2)cs1	-4	-16
Brc1ccc(-c2ccc(/C=N/Nc3nc4ccccc4[nH]3)o2)cc1	-2	94
CCN(CC)S(=O)(=O)c1ccc(N2CCOCC2)c(NS(=O)(=O)c2ccc(C)c(C)c2)c1	-4	13
Cc1cccc(C)c1NC(=O)COC(=O)c1cccc2c1C(=O)c1ccccc1C2=O	3	5
CC(C)c1ccc(NC(=O)COC(=O)/C=C/c2cccc(Br)c2)cc1	0	-5
c1ccc(C2=Nc3cccc4cccc(c34)N2)cc1	7	21
Cc1ccc(C(NC(=O)N2CCOCC2)C(Cl)Cl)cc1F (stereo not drawn)	3	10
CN(C)[C@@H]1CCC[C@H]1OC(=O)C(c1ccccc1)c1ccccc1	4	-5
CN(C)c1ccc(NS(=O)(=O)c2ccc(Cl)cc2)cc1	2	21
CC(C(=O)N1CCN(C2c3ccccc3-c3ccccc32)CC1)N1C(=O)c2ccccc2C1=O (stereo not drawn)	-1	28
Cc1nc(SCC(=O)NC(C)(C#N)C2CC2)c2c(-c3cccs3)csc2n1 (stereo not drawn)	1	33
O=C(COC(=O)CCCN1C(=O)c2cccc3cccc(c23)C1=O)Nc1ccc(Cl)cc1	4	8
Cc1ccc(-c2nc(C)sc2CC(=O)OCC(=O)Nc2c(F)cccc2F)cc1	-4	16
O=C(NC(=S)Nc1ccccc1N1CCCCC1)c1ccco1	0	15
CCN(CC)S(=O)(=O)c1ccc(C)c(NC(=O)COc2ccc3c(C)cc(=O)oc3c2)c1	-2	0
CCOC(=O)COc1ccccc1/C=C\[N+](=O)[O-]	-2	30
COC(=O)C1=C(C)NC(C)=C(C(=O)OC)C1c1ccc(-c2cccc(Cl)c2Cl)o1	15	19
COc1ccc(-c2nnc(SC(C)C(=O)NNC(=O)c3ccc(C)cc3)o2)cc1 (stereo not drawn)	2	23
Cc1ccc(NC(=O)/C(=C/c2cccs2)NC(=O)c2ccco2)c(C)c1	-2	29
OCCNc1c2ccccc2nc2c(F)c(F)c(F)c(F)c12	14	13
CCCCCCCOC(=O)C[N+](C)(C)CCOC1CC2CCC1(C)C2(C)C (stereo not drawn)	2	39
Cc1ccc(OCC(=O)Nc2ccccc2-c2ccccc2NC(=O)COc2ccc(C)cc2)cc1	40	-5
N=C(CC1CC(=O)NC(=O)C1)C1=C(O)CCCC1=O	8	2
COc1ccc(-n2cc(-c3ccccc3)[nH]c2=S)cc1	3	-4
CC(C(=O)Nc1cc([N+](=O)[O-])ccc1Cl)N1CCN(c2ccccc2)CC1 (stereo not drawn)	-1	0
Cc1occc1C(=O)NNC(=O)Nc1ccc(Cl)c(Cl)c1	-1	26
O=C(COC(=O)c1ccccc1C(=O)c1ccc(Cl)cc1)NCCc1ccccc1	7	16
CCCCn1nnc(NC(=S)NC(=O)c2cccs2)n1	4	-16
CC1CCCCN1C(=S)Nc1ccc(OC(F)F)cc1 (stereo not drawn)	-7	5
CCCCCCC1CC(CC(=O)Nc2ccc([N+](=O)[O-])cc2)C(=O)O1 (stereo not drawn)	-1	16
Cc1cccc(C)c1NC(=O)C(c1cccc([N+](=O)[O-])c1)N(C)C(=O)c1ccccn1 (stereo not drawn)	0	6
O=C(CCS(=O)(=O)c1ccccc1)Nc1ccccc1-c1nc2ccccc2s1	12	0
CCN(CC)c1ccc(/C=C(\C#N)c2nc(-c3cccs3)c(NC(C)=O)s2)cc1	2	4
Cc1ccccc1NC(=O)/C(C#N)=C/c1ccccc1C(F)(F)F	-4	16
O=C(CC(NC(=O)c1ccccc1Cl)c1ccccc1)NCCc1ccc(Cl)cc1 (stereo not drawn)	1	16

(more compounds)
Compound	Mac1 fbg enh	CD11b adhes inh
Cc1ccc(C)c(S(=O)(=O)ON2C(=O)c3ccccc3C2=O)c1	-2	4
O=C1/C(=C/c2ccncc2)SC(=S)N1C1CCCCC1	14	-8
CCOc1ccc(C(c2c(C)[nH][nH]c2=O)c2c(C)[nH][nH]c2=O)cc1OCC	3	8
COc1ccc(C2CC(=O)n3nc(C45CC6CC(CC(C6)C4)C5)nc3S2)cc1OC (stereo not drawn)	1	43
CCOC(=O)c1c(CC(C)C)csc1NC(=O)COC(=O)c1cc(OC)c(OC)cc1[N+](=O)[O-]	3	3
Cc1ccc(C(O)(C(=O)NNc2ccc3ccccc3n2)c2ccc(C)cc2)cc1	1	0
CC(C)CN1CN(Cc2ccccc2)CNC1=S	1	-2
Cc1cc(C)cc(NC(=O)C(NCC2CCCO2)c2ccccc2)c1 (stereo not drawn)	-1	15
O=C(Nc1ccc(-c2noc(-c3ccccc3F)n2)cc1)c1cccs1	36	18
CCOc1cccc(N(C(=O)C2COc3ccccc3O2)C(C(=O)NC2CCCCC2)c2ccc(O)cc2)c1 (stereo not drawn)	1	0
O=C(c1cnccn1)N1CCN(c2ccccc2F)CC1	0	8
C/C(=N\NC(=O)COc1ccc(C(C)(C)C)cc1)c1ccc(-n2ccnc2)cc1	6	56
C/C(=N\NC(=O)c1ccc(O)cc1)c1ccc2c(c1)Nc1ccccc1S2	24	42
CN(C)c1ccc(N=Nc2ccccc2C(=O)OCC(=O)N2CCCC2)cc1	0	18
CC(C)c1ccc(C2=NN(c3ccccc3)C(=O)CC2)cc1	3	1
CC(NS(=O)(=O)c1ccc(Br)cc1)C(=O)NCCc1ccccc1 (stereo not drawn)	1	2
Cc1c(Cl)cccc1NC(=O)c1ccc(OCC(=O)NCc2ccccc2)cc1	3	-3
CCOc1ccccc1NC(=O)C(Sc1nnc2ccccn12)c1ccccc1 (stereo not drawn)	4	5
O=C(CC(Sc1n[nH]c(-c2ccccc2)n1)c1ccccc1)NCc1ccccc1 (stereo not drawn)	-2	-1
C/C(=N\NC(=O)c1ccccc1)c1ccc(C)c([N+](=O)[O-])c1	4	-6
COC(=O)c1ccccc1NC(=S)N(Cc1ccc2c(c1)OCO2)Cc1cc2ccc(C)cc2[nH]c1=O	-1	-15
CC(Cc1ccccc1)NC(=O)c1ccc([N+](=O)[O-])cc1 (stereo not drawn)	7	6
O=C(CN1C(=O)NC2(CCCCC2)C1=O)NC1CCCc2ccccc21 (stereo not drawn)	-2	-4
COc1cc(C(=O)NCc2ccccc2)ccc1OC(F)F	-5	-6
C/C(=N\N=C\c1ccccc1F)c1nnn(-c2nonc2N)c1C	98	-4
C/C(=N\NC(=O)CCn1nc(C)cc1C)C(C)(C)C	3	1
CCc1cccc(C)c1NC(=S)N1CCCC1C(=O)O (stereo not drawn)	1	-7
CCC(=O)Nc1ccc(C(=O)Nc2ccc(OC)cc2[N+](=O)[O-])cc1	1	-26
CCNC(=O)c1ccc2c(c1)C1C3CCC(C3)C1C(c1ccccc1)N2 (stereo not drawn)	3	-22
CCOC(=O)c1c(-c2ccc(F)cc2)csc1NC(=O)CCN1CCOCC1	6	12
COc1ccc(CNC(=S)NC2CCCC2)cc1	18	-11
O=C(NCCNc1ccc([N+](=O)[O-])cc1C(F)(F)F)c1ccccc1	-6	13
Cc1cccc(NC(=S)Nc2ccccn2)c1C	0	-2
Cc1ccc(S(=O)(=O)C2C(=O)NC3(C)CC2c2ccccc2O3)cc1 (stereo not drawn)	1	19
Cc1c(CC=C(Cl)Cl)c(=O)[nH]c2c(C)cccc12	24	-14
COc1ccc(Cc2nnc(N/N=C/c3ccc(O)cc3)[nH]c2=O)cc1OC	1	-1
COc1ccc(CC(=O)NCC(=O)N/N=C/c2ccco2)cc1	4	-8
CCC(C)(C)C(=O)Nc1cc([N+](=O)[O-])ccc1F	-1	16
O=C(NC1CCCCCC1)c1cccnc1Sc1ccccc1	-1	18

Gathered by group: the entries above with a Cl atom (18)
Compound	Mac1 fbg enh	CD11b adhes inh
O=C(/C=C/Nc1ccc(S(=O)(=O)Nc2ncccn2)cc1)c1ccc(Cl)c(Cl)c1	23	-20
O=C1N(c2ccccc2)C(c2ccc(Cl)cc2)N2CCCN12 (stereo not drawn)	2	-1
O=C(Cn1cc(SCc2ccccc2Cl)c2ccccc21)N1CCOCC1	1	10
Cc1ccc(NC(=S)Nc2ccc(Cl)c(Cl)c2)c(OC(F)F)c1	-10	99
CC(C)(C)NC(=O)COC(=O)c1cc(Br)ccc1Cl	-3	13
Cc1cc(NC(=O)CCN2C(=O)/C(=C/c3ccccc3Cl)SC2=S)no1	-4	4
CCN(CC)CCNC(C(=O)Nc1cc(C(F)(F)F)ccc1Cl)c1ccccc1 (stereo not drawn)	6	-3
Cc1ccc(S(=O)(=O)N(Cc2ccc(Cl)cc2)c2ccccc2C(=O)NCc2ccco2)cc1	8	20
Cc1ccc(C(NC(=O)N2CCOCC2)C(Cl)Cl)cc1F (stereo not drawn)	3	10
CN(C)c1ccc(NS(=O)(=O)c2ccc(Cl)cc2)cc1	2	21
O=C(COC(=O)CCCN1C(=O)c2cccc3cccc(c23)C1=O)Nc1ccc(Cl)cc1	4	8
COC(=O)C1=C(C)NC(C)=C(C(=O)OC)C1c1ccc(-c2cccc(Cl)c2Cl)o1	15	19
CC(C(=O)Nc1cc([N+](=O)[O-])ccc1Cl)N1CCN(c2ccccc2)CC1 (stereo not drawn)	-1	0
Cc1occc1C(=O)NNC(=O)Nc1ccc(Cl)c(Cl)c1	-1	26
O=C(COC(=O)c1ccccc1C(=O)c1ccc(Cl)cc1)NCCc1ccccc1	7	16
O=C(CC(NC(=O)c1ccccc1Cl)c1ccccc1)NCCc1ccc(Cl)cc1 (stereo not drawn)	1	16
Cc1c(Cl)cccc1NC(=O)c1ccc(OCC(=O)NCc2ccccc2)cc1	3	-3
Cc1c(CC=C(Cl)Cl)c(=O)[nH]c2c(C)cccc12	24	-14

Sorted by heavy-atom count (lowest first): part of the list above.
Compound	Mac1 fbg enh	CD11b adhes inh
CCc1cccc(C)c1NC(=S)N1CCCC1C(=O)O (stereo not drawn)	1	-7
CC(Cc1ccccc1)NC(=O)c1ccc([N+](=O)[O-])cc1 (stereo not drawn)	7	6
C/C(=N\N=C\c1ccccc1F)c1nnn(-c2nonc2N)c1C	98	-4

Some of the compounds tested; count on the stated rates, not on these rows.
